# Screening results (PubChem BioAssay)
# CHRM5 antagonist = CHRM5 antagonism in calcium assay; AID 624040; hit rate 0.59% among 360,000; inhibition, % at 3 µM; P08912; CHO-hM5 cells, Fluo-8 calcium fluorescence, ACh EC80;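 active means inhibition above a per-plate cutoff, the mean of that plate's test compounds plus 3 SD, cut at about 27% in these data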;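 further: 0% = acetylcholine EC80 with DMSO and 100% = DMSO without agonist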
# Target sequence (P08912 whole entry, looked up): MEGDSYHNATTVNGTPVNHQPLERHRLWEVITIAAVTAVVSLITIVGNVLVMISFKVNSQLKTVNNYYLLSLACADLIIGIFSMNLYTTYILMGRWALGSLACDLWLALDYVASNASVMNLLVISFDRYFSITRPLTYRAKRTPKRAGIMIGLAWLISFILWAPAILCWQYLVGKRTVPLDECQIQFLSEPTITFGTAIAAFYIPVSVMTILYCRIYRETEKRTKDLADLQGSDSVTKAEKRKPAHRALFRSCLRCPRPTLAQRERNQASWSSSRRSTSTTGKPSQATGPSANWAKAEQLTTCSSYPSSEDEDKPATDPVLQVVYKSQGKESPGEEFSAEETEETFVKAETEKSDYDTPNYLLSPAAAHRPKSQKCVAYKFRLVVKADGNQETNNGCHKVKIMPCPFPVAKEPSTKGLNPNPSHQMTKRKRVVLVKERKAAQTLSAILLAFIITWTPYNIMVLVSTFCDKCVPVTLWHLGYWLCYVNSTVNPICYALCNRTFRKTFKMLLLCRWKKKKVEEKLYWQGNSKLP
# CHRM1 antagonist = antagonists of human M1 muscarinic receptor | CHO-K1 hM1, Fluo-8 calcium fluorescence, ACh EC80 antagonist | inhibition, % at 3 µM | hit rate 1.3% among 360,000 | AID 588852;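 active means percent inhibition above its own plate's cutoff, namely the mean of that plate's compound wells plus 3 SD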;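 further: peak over basal fluorescence ratio during 140 s after agonist addition; 0% = ACh EC80 plus DMSO and 100% = DMSO alone without agonist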
# CHRM1 PAM = human CHRM1 positive allosteric modulation; P11229; CHO-K1 hM1, Fluo-8 calcium fluorescence, ACh EC20; 0% = ACh EC20, 100% = maximal ACh; activation, % at 3 µM; hit rate 0.088% among 360,000; AID 588819; in the data active means activation above about 19%, passing the limit was not always enough
# M4 ag = CHRM4 agonism in calcium assay. P08173. CHO-K1 hM4/Gqi5, Fluo-8 calcium fluorescence; vehicle 0%, full acetylcholine response 100%. activation, % at 3 µM. hit rate 0.14% among 360,000;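 active means activation above the run mean over all test wells plus 3 SD, cut at about 32% in these data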;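 further: peak over basal fluorescence ratio per well then scaled between controls; 0% = DMSO wells and 100% = acetylcholine at EC100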
# Target sequence (P08173 whole entry, looked up): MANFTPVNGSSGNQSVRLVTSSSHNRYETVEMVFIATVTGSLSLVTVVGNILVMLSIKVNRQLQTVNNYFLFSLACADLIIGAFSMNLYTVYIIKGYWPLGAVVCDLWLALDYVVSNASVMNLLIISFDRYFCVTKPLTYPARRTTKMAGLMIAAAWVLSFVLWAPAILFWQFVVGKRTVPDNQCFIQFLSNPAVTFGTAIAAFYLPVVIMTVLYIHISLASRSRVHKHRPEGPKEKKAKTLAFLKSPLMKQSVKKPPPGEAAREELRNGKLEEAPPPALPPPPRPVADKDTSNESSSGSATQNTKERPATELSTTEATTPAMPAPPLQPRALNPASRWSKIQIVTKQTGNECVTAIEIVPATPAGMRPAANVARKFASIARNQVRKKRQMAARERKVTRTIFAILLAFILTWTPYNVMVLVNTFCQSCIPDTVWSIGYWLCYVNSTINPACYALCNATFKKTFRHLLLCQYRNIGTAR
# M5 PAM = positive allosteric modulators of human muscarinic M5 receptor; P08912; CHO-K1 hM5, Fluo-8 calcium, ACh EC20 PAM; 0% = ACh EC20, 100% = ACh EC100; activation, % at 3 µM; hit rate 0.3% among 360,000; AID 624038;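 active means activation above the run cutoff, the mean activation of all test compounds plus 3 SD, cut at about 18% in these data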
#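 Assay system: CHO-K1 hM5 cells. Also added: acetylcholine at EC20 concentration, added after compound. Dosing: 3 µM, single dose. Times: compound preincubation 140 s before EC20 acetylcholine addition. Signal: Fluo-8 calcium fluorescence. Measure: % activation relative to EC20 and EC100 ACh responses. Repeats: singlicate, one well per test compound.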
# CRFBP-R2 agonist = agonists of human CRF-binding protein/CRF-R2 receptor complex | HEK293 CRF-R2/CRF-BP, calcium dye fluorescence (FLIPR); percent of saturating CRF peptide response | activation, % at 13.2 µM | hit rate 0.46% among 350,000;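 active means activation of at least 50%, plus an integration ratio under a set limit after plate pattern correction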;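 further: plate controls were neutral control wells without compound for no effect and CRF at EC100 for full effect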
# M4 antag = antagonists of human muscarinic M4 receptor (CHRM4); CHO-hM4 cells, ACh EC80, Fluo-8 calcium fluorescence; inhibition, % at 3 µM; hit rate 0.73% among 360,000; AID 624125;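 active means inhibition above its plate's cutoff, the mean inhibition of sample wells plus 3 SD, cut at about 27% in these data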;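 further: 0% = acetylcholine EC80 with DMSO and 100% = DMSO without agonist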
# M5 ag = agonists of human muscarinic M5 receptor (CHRM5); CHO-K1 hM5 cells, Fluo-8 calcium fluorescence; 0% DMSO wells, 100% maximal acetylcholine response; activation, % at 3 µM; hit rate 0.19% among 360,000;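 active means activation above the run's mean over test compounds plus 3 SD, cut at about 23% in these data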;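 further: signal is peak over basal fluorescence ratio across the kinetic read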
# CHRM4 PAM = potentiates acetylcholine response at human M4 receptor. activation, % at 3 µM. CHO-K1 hM4/Gqi5, Fluo-8 calcium fluorescence, ACh EC20; 0% = ACh EC20, 100% = maximal ACh. hit rate 0.4% among 360,000. P08173;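 active means activation above its plate's cutoff, the mean activation of sample wells plus 3 SD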; further: some results filed as inactive read as strong as hits
# * hit, by the source's call; · = not tested or not shown.
M4 ag,CRFBP-R2 agonist,CHRM1 antagonist,M5 ag,M5 PAM,CHRM1 PAM,CHRM4 PAM,M4 antag,CHRM5 antagonist,SMILES
1.2,-1.4,-5.5,0.5,1.8,12.3,8.3,-2.6,3.3,C=CCOc1c(Br)cc(CNc2ccc3[nH]c(=O)[nH]c3c2)cc1OCC
2.1,2.2,-4.7,2.7,-1.2,5.1,-3.8,0.9,-11.7,O=C(Nc1nc2ccccc2[nH]1)c1ccc(F)cc1
0.1,-2.1,-13.5,-0.8,-0.2,1.7,-2.4,-3.4,-4.1,COC(=O)c1cn(CC(=O)NCc2ccco2)c2ccccc12
2.1,-1.3,-3.7,-12.9,-18.9,-4.0,-8.4,-4.2,6.7,Cc1cccn2c(=O)c(/C=C(\C#N)C(=O)NCc3ccco3)c(N3CCCCCC3)nc12
-0.3,-1.2,2.7,0.6,-4.1,-7.0,-4.6,8.5,3.6,O=C(NCc1ccc2c(c1)OCO2)C1CCC(CNS(=O)(=O)c2cccc3nsnc23)CC1 (centres undefined)
-0.4,·,-21.9,4.6,4.4,-0.4,3.2,-4.2,-7.7,Cc1cn([C@H]2C[C@H](O)[C@@H](/C=C/C(=O)NCC(c3ccccc3)c3ccccc3)O2)c(=O)[nH]c1=O
2.2,-1.3,4.1,0.1,1.9,-1.4,0.7,7.0,-3.2,c1ccc2sc(NC3=NCN(Cc4ccc5c(c4)OCO5)CN3)nc2c1
0.7,-3.5,-1.7,-7.4,-4.3,-1.8,3.5,-13.0,11.5,O=C(C[n+]1cccc(CNC(=O)c2ccc(OC(F)F)cc2)c1)Nc1ccccc1Cl
7.8,-1.1,10.6,-0.8,-0.1,-2.0,-1.6,0.6,7.8,CN(CC(=O)Nc1ccccc1C(=O)NC1CC1)Cc1ccc(Cl)cc1
-0.1,-0.5,39.6*,-3.1,-0.5,-29.3,-12.2,31.3*,3.8,C[C@@H]1CN([C@@H](C)CO)C(=O)CCCn2nncc2CO[C@H]1CN(C)Cc1ccc(Oc2ccccc2)cc1
-0.1,0.0,-13.0,-0.1,0.4,-3.0,-0.2,0.4,-0.6,Cc1scc(C(=O)NNC(=S)NCC2CCCO2)c1C (centres undefined)
0.4,3.2,3.7,0.1,-6.0,0.1,0.2,0.1,2.2,COc1ccc(OC)c(S(=O)(=O)n2cccn2)c1
1.2,-0.7,-1.2,3.6,4.8,7.3,5.8,-5.6,-3.5,Cc1nc(SC(C)C(=O)NC2CCCC2)c2ccccc2n1 (centres undefined)
0.4,-1.3,12.3,-2.0,-2.3,-27.4,-5.0,-11.7,1.2,CSc1ccc(CN(C)C(C)C(=O)NCC2CCCCC2)cc1 (centres undefined)
2.5,-5.1,-10.8,-3.9,-0.6,8.0,5.4,-6.6,4.2,Cn1c(=O)n(Cc2ccccc2F)c(=O)c2c1nc1n2CCN1Cc1ccco1
1.2,-1.7,4.8,-1.5,13.1,-1.2,16.1,23.1,0.3,COC(=O)C(C)(C)NC(=O)c1cccs1
9.7,-5.1,-2.9,2.7,-11.1,-4.6,-23.4,-1.8,12.3,COc1ccccc1CC(=O)Nc1cccc(C(=O)Nc2nccs2)c1
-0.8,-1.5,-11.0,-2.4,0.3,5.8,15.7,4.8,5.4,Clc1ccccc1CSc1ncccn1
0.3,-1.3,-10.0,-0.9,-0.7,16.2,4.7,-0.8,8.9,COc1nc(OCCNS(=O)(=O)c2ccc(C)cc2)nc(N(C)C)n1
3.6,-0.1,3.8,-0.2,-2.2,1.9,-0.8,3.9,3.6,CC(=O)Oc1ccc(Oc2ccc(-c3noc(C)n3)cc2)cc1

# Next section
M4 ag,CRFBP-R2 agonist,CHRM1 antagonist,M5 ag,M5 PAM,CHRM1 PAM,CHRM4 PAM,M4 antag,CHRM5 antagonist,SMILES
1.8,1.5,-13.4,3.4,-0.3,7.3,-1.0,1.2,0.4,CC1CCc2nc(NC(=O)c3ccc(N4C(=O)CCC4=O)cc3)sc2C1 (centres undefined)
0.9,-3.2,-8.0,-1.4,1.8,8.8,13.5,1.0,1.8,Cc1ccc(-n2cnc3sc(C)c(C)c3c2=O)cc1
6.8,4.2,-25.8,-3.1,5.9,16.2,2.6,10.1,9.4,CN(C)CCC(=O)N1C/C(=C/c2ccccc2)C(=O)/C(=C\c2ccccc2)C1
-0.1,0.3,-4.0,-0.8,7.1,7.5,5.7,-2.4,-2.4,COC(=O)COc1ccc2c(=O)c(-c3ccccc3OC)coc2c1
-1.5,0.2,-18.4,-0.1,0.6,15.1,1.0,0.5,5.3,Cc1cc(C)c(C#N)c(Nc2ccccc2C)n1
1.9,-2.4,0.6,-1.0,-1.5,0.6,0.6,-3.0,-13.6,CC1(C)CN(c2ccc(F)cc2)C1=O
0.1,-1.2,0.5,-0.3,-3.9,-0.4,-0.4,5.7,1.8,COc1ccccc1-c1c(C)nn2c(NCCN3CCCC3)cc(C)nc12
1.2,-0.7,-13.2,-3.3,-1.1,13.2,6.1,-5.9,1.0,COc1ccc(Nc2cc(C)nc(N)n2)cc1
1.7,1.7,-11.8,-3.3,-6.1,5.7,18.0,28.2*,6.4,CCOc1ccccc1NC(=O)C1CC(=O)n2ncnc2N1 (centres undefined)
2.7,0.2,18.0,-11.8,0.5,-12.3,-5.0,-1.9,2.9,CN(C)CCOCCOc1ccccc1-c1ccccc1
3.7,·,-13.3,0.5,-1.4,2.0,1.0,-2.8,-3.5,COCCCNc1ccn2nc(-c3cc(OC)c(OC)c(OC)c3)cc2n1
-1.1,-0.5,-4.3,1.0,1.6,3.5,2.8,1.0,2.1,C=C1C2C[C@H](O)C(C)(C)[C@@]2(O)[C@H](O)C[C@]23C[C@@](C)(O)[C@H](CC[C@H]12)[C@H]3O (some centres undefined)
1.3,2.7,-7.5,0.1,-6.2,1.5,4.2,-14.7,1.6,CCOc1ccc(N2C(=O)CC(Sc3nc(CC(C)C)ccc3C#N)C2=O)cc1 (centres undefined)
1.2,3.1,-7.9,-2.4,-1.4,2.6,0.4,-0.2,8.5,O=C(Nc1nccs1)C1CC(=O)N(CCc2ccccc2)C1 (centres undefined)
1.7,-5.2,-12.0,-2.4,-0.3,8.6,3.5,9.7,9.1,C=CCn1c(Oc2ccc(C=O)cc2OCC)nc2c1c(=O)n(C)c(=O)n2C
-0.4,-2.3,10.2,1.0,13.5,0.1,1.9,-3.5,-8.8,CCOC(=O)c1ccccc1NC(=O)COC(=O)CCC1CCCC1
1.8,9.1,-1.0,-4.1,2.8,5.4,4.2,-8.7,2.0,CSc1ncc(C(=O)Nc2cccc(C)c2C)c(C)n1
1.9,·,4.8,0.1,1.6,-0.3,2.6,-2.5,-1.3,O=C(NC(c1ccc(-c2ccccc2)cc1)c1cnccn1)C1CCN(Cc2ccc(Cl)c(Cl)c2)CC1 (centres undefined)
0.3,-1.4,0.6,-7.7,0.1,1.9,0.3,-5.8,10.6,C=C(C)c1cccc(C(C)(C)NC(=O)N2CCN(C)CC2)c1
3.0,-0.4,-8.6,1.0,-0.7,13.9,-2.1,1.2,-2.2,O=C(Cc1ccccc1)Nc1ccc(NC(=O)c2ccco2)nc1

# (cont.)
M4 ag,CRFBP-R2 agonist,CHRM1 antagonist,M5 ag,M5 PAM,CHRM1 PAM,CHRM4 PAM,M4 antag,CHRM5 antagonist,SMILES
0.1,0.8,-2.6,-3.2,9.3,0.6,11.7,-9.5,-4.1,Cc1nnc(NC(=O)C2CCCCC2)s1
0.7,-0.6,-15.1,3.5,4.4,2.4,-1.6,2.9,0.2,CCN(C(=O)COC(=O)/C=C/c1c(C)nn(-c2ccccc2)c1C)C1CCS(=O)(=O)C1 (centres undefined)
13.9,-2.2,8.2,4.0,-15.4,-7.8,-13.6,1.3,14.9,COc1ccc(CNc2nc(S(=O)(=O)c3ccccc3)c(Cl)s2)cc1OC
0.7,1.1,-16.5,-0.2,-4.7,14.8,2.7,1.9,6.7,COc1cc2c(cc1OC)CN(C(=O)C1CCN(S(=O)(=O)c3ccccc3F)CC1)CC2
0.2,0.0,-4.7,-3.3,-1.8,3.6,-3.5,0.1,-1.2,Nc1nnc(C(c2ccccc2)c2ccccc2)s1
-2.0,-1.6,-4.1,2.5,0.2,-0.9,1.3,6.3,1.3,CCOC(=O)Nc1cccnc1Sc1ccc(Cl)cc1
1.6,-2.1,-6.4,3.1,1.3,13.3,14.0,-17.4,0.6,CSCCC(NC(=O)c1ccccc1)C(=O)Nc1ccncc1 (centres undefined)
0.9,0.4,-1.5,-2.0,4.1,-3.7,-0.1,-3.4,-1.4,O=C(Nc1nc(-c2ccc(Cl)cc2Cl)cs1)c1ccc(OCC2CCCO2)cc1 (centres undefined)
1.1,-0.5,-3.3,1.3,-1.6,5.6,-1.1,-6.6,5.3,CCN(CC)C(=O)C1CCN(S(=O)(=O)c2ccc(-n3cnnn3)cc2)CC1
0.0,-0.8,0.9,-2.6,-1.9,0.0,-2.1,-2.9,-1.7,COCCN(C(=O)COC(=O)CSc1cc(C)ccc1C)c1c(N)n(Cc2ccccc2)c(=O)[nH]c1=O
1.9,2.8,-18.0,-2.5,9.2,15.9,11.8,-14.8,-5.2,COc1ccc(CCN(C)C(=O)CNC(=O)c2ccc3c(c2)OCO3)cc1OC
-2.3,-4.2,-1.6,-1.8,-1.6,1.7,3.5,4.8,6.4,CCOc1ccc(S(=O)(=O)n2nc(C)cc2C)c2ccccc12
-0.9,-0.9,-7.1,-3.7,1.7,5.4,-2.2,12.1,-1.2,O=C(CN1CCc2ccccc2C1)NCc1ccco1
1.7,-1.4,0.8,-4.7,-7.3,0.2,6.5,-4.9,11.8,CCOC(=O)CC(NC(=O)Cc1cccs1)c1ccccc1Cl (centres undefined)
4.2,0.5,-7.0,-0.5,-3.2,2.9,-2.6,-1.8,18.2,COc1ccc(NC(=O)c2cc([N+](=O)[O-])ccc2NC(=O)CNCc2ccccn2)c(OC)c1
1.0,3.0,-7.6,0.2,2.9,7.8,3.7,-4.1,-2.3,Cc1ccc(NC(=S)Nc2ccc(F)cc2)cc1C
1.4,0.7,-4.4,-0.2,2.2,9.5,3.0,4.5,13.4,CN=C(Cc1ccccc1)C1=C(O)CC(C)(C)CC1=O
0.9,-0.1,1.9,-1.6,-13.4,-1.5,-2.1,6.0,-3.9,O=C(Cn1c(=O)sc2ccccc21)Nc1ccc2c(c1)OCCO2
